Yfh1-off respiration: enhancers of respiration in Yfh1-depleted yeast, dose response, Friedreich's ataxia, plus single-dose screen (AID 1465). S. cerevisiae Yfh1-off respiration, WST-1 reduction, 72 h; higher fold induction means a stronger effect. fold induction at 50 µM, or EC50 in µM where a hit was titrated. 220,000 compounds, 0.074% hits;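 active = fold induction of absorbance versus untreated yeast above a set limit, then at least 30% activation at any dose in follow-up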;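 note: activators that raise dye reduction in frataxin-depleted yeast; strong numbers were not always called active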
bCat nuc transl: beta-catenin nuclear translocation modulation; nuclear translocation activity, % at 5 µM; AID 1665; HeLa beta-catenin nuclear translocation, immunofluorescence imaging; 190,000 compounds, 0.3% hits;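 active = nuclear translocation activity above 50% at 5 µM, with a well cell count of 50 or more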;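 note: per-cell ratio of nuclear to cytoplasmic median beta-catenin stain intensity; plate controls were DMSO negative control for no effect and GSK-3 inhibitor IX positive control for full effect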
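Technique: fluorescence imaging of beta-catenin antibody stain plus DAPI / Material: human HeLa cell line / Incubation: compound treatment 24 h, 37°C, 5% CO2 / Read-out basis: % activation of per-cell nuclear versus cytoplasmic median beta-catenin signal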
Insulin prom up: MIN6 insulin promoter up-regulation; MIN6 insulin promoter-GFP reporter, high-content imaging; stronger effect = higher value; z-score at 5 µM; 190,000 compounds, 0.3% hits; AID 1625;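 active = z-score above 3 at 5 µM with at least 500 cells counted in the well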
Hep lipid drop: modulators of hepatic lipid droplet formation | AID 1656 | 240,000 compounds, 0.4% hits | inhibition, % at 6.5 µM | AML12 mouse hepatocytes, oleate lipid droplets, BODIPY imaging;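 active = lipid droplet intensity inhibited by at least 50%, with more than 500 cells counted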
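Material – AML12 mouse liver cells · Also added – oleate loading, 100 µM · Compound dosing – 6.5 µM single-point dosing · Times – overnight treatment with compound plus oleate · Measured by – fluorescence imaging, 20x objective, two fields per well · Read-out – percent inhibition of filter-corrected integrated lipid droplet intensity per well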
MT stabilizer: microtubule stabilization, imaging screen; 200,000 compounds, 0.83% hits; HeLa tubulin immunostaining HCS, 24 h; share of cells brighter than vehicle mean+2SD; % tubulin-high responders, % at 10 µM;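 active = plate Z-score above 3 for both tubulin-high and condensed-nucleus cell shares, with cell loss under 80%, at 10 µM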;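 note: anti alpha tubulin signal scored within the nucleus-defined area of each cell; some results filed as inactive read as strong as hits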
Dynein transport: blocks dynein driven cargo transport along microtubules; z-score, hits read low; 3617.4 mouse cells, GR-EGFP nuclear translocation imaging; test concentration mostly 20 µM; stimulated with dexamethasone, 1 µM; stronger effect = lower value; AID 1381; 220,000 compounds, 0.47% hits;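 active = plate z-score of nuclear minus cytoplasmic receptor signal below a set negative limit, without overly bright fluorescence or cell loss, cut at about -3.5 in these data, passing the limit was not always enough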;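 note: z-score of nuclear minus cytoplasmic ring GR-EGFP intensity difference per well; some compounds called inactive have numbers as strong as hits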
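Also added – dexamethasone, 1.0 µM final · Buffer or medium – tet-free, stripped-serum medium · Schedule – induction 48 h, compound 1 h, agonist 30 min · Detection – formaldehyde fixation, Hoechst nuclear stain, 10x automated fluorescence imaging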
HEK293 NOD2/NF-kB: NOD2 signaling inhibitors, cell-based, luminescence, uHTS, HEK293 (AID 1566). HEK293 NOD2/NF-kB luciferase reporter, luminescence; higher % means a stronger effect. one-dose inhibition, % at 4 µM; EC50 in µM for titrated hits. 290,000 compounds, 0.63% hits; in the data active = inhibition above about 50%; note: many of its hits are not listed in these tables
WT yeast gro inh: growth inhibition of WT yeast, mitochondrial fusion screen. mitochondrial fusion phenotypic screen, WT strain. inhibition, % at 10 µM. 190,000 compounds, 2.1% hits; in the data active = inhibition above about 58%; tested in S. cerevisiae
Autophagy HCS: modulators of autophagy. MEF GFP-LC3 puncta imaging; test concentration mostly 10 µM. calls only at 10 µM (by protocol). 190,000 compounds, 0.98% hits;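 active = percentage of spot-positive cells more than 3 SD above its plate mean, without a fluorescence outlier flag or 80% toxicity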;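 note: spot-positive cell cutoff set from DMSO-treated cells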
WT yeast gro inh mutant strain: recorded beside WT yeast gro inh, whose call it bears; inhibition, %; mitochondrial fusion phenotypic screen, mutant strain inhibition
Dynein transport cytoplasmic EGFP: further read-out of Dynein transport, marked with its call; z-score; measured here: cytoplasmic GR-EGFP intensity; stronger effect = higher value
Dynein transport nuclear GR-EGFP: recorded beside Dynein transport, whose call it bears; z-score; measured here: nuclear GR-EGFP intensity;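 lower value marks the stronger effect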
Dynein transport cell count: recorded beside Dynein transport, whose call it bears; z-score; measured here: cell count per field
Insulin prom up cell count: second read-out of Insulin prom up, no call of its own (marks repeat the call); cell count; measured here: cytotoxicity, nuclei count;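 total cells summed across four imaged fields per well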
Hep lipid drop cells 6.5 µM: recorded beside Hep lipid drop, whose call it bears; cell count; measured here: cell count, cytotoxicity flag;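 cells counted across two imaged fields per well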
bCat nuc transl cell count 5 µM: further read-out of bCat nuc transl, marked with its call; cell count; measured here: cell count, cytotoxicity flag
MT stabilizer Hoechst-high %: further read-out of MT stabilizer, marked with its call; % Hoechst-high responders; measured here: nuclear condensation Hoechst responders;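 share of cells brighter than vehicle mean plus two SD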
MT stabilizer cytotoxicity %: recorded beside MT stabilizer, whose call it bears; toxicity, %; measured here: cytotoxicity by cell density;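 0% = mean cell density of plate MIN control wells and 100% = no cells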
Autophagy HCS cell loss 18 h: recorded beside Autophagy HCS, whose call it bears; toxicity, %; measured here: cell loss, nuclei count;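 cell loss after 18 h compound exposure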
* marks the source's active call; other numbers are inactive results; i = inactive; nt = not tested or not shown.

SMILES	Yfh1-off respiration	bCat nuc transl	bCat nuc transl cell count 5 µM	Insulin prom up	Insulin prom up cell count	Hep lipid drop	Hep lipid drop cells 6.5 µM	MT stabilizer	MT stabilizer Hoechst-high %	MT stabilizer cytotoxicity %	Dynein transport	Dynein transport cytoplasmic EGFP	Dynein transport nuclear GR-EGFP	Dynein transport cell count	HEK293 NOD2/NF-kB	WT yeast gro inh	WT yeast gro inh mutant strain	Autophagy HCS	Autophagy HCS cell loss 18 h
O=C(COC(=O)C1CCN(S(=O)(=O)c2ccc3c(c2)OCCO3)CC1)Nc1cccc2ccccc12	i	-0.6	964	0.69	2379	2	584	7.2	1.5	8.5	0.34	-0.16	0.23	-0.57	12%	-11	-1	i	2
Clc1cccc(N/N=C(\Cc2nc3ccccc3[nH]2)c2ccccc2)c1	i	0.4	1196	-0.11	1483	-40	637	1.3	4.2	11	0.4	-0.19	0.35	-0.83	-28%	62	62	i	4
CC(C)Cn1c(/C=C/c2ccco2)nc2ccccc21	i	1.2	903	nt	nt	-39	472	3.7	2.1	8.2	-0.014	-0.21	-0.21	0.12	24%	30	32	i	16
O=C1C(Cc2ccc(O)cc2)NC(=S)N1C1CCCCC1 (stereo not drawn)	i	-1.0	1382	0.28	1187	2	757	nt	nt	nt	-0.54	-0.28	0.14	-0.077	0%	nt	nt	nt	nt
CC(C)c1nc(=S)n(-c2ccccc2)[nH]1	i	-0.8	1342	-0.29	1564	nt	nt	2.3	3.0	17	0.14	-0.38	0.32	-0.34	11%	16	12	i	-30
O=C(O)c1cccc2c1C(=O)c1ccccc1-2	i	-1.8	1110	0.03	1458	-4	707	nt	nt	nt	1.4	-0.28	0.41	0.057	-6%	nt	nt	nt	nt
O=C(NC1CCN(Cc2ccccc2)CC1)c1cncc(Br)c1	i	-0.2	1157	nt	nt	14	777	1.9	1.6	1.8	1.5	-0.22	0.73	-0.39	1%	10	11	i	-5
COc1ccc(CC(=O)Nc2cccc(/C(C)=N/NC(=O)c3cccc([N+](=O)[O-])c3)c2)cc1	i	0.0	1389	0.05	1632	nt	nt	3.0	2.0	7.5	0.21	-0.2	0.63	-0.2	-4%	14	-1	i	-22
CCOC(=O)C1=C(C)N(C)C(=O)NC1c1c(C)nn(-c2ccc(C)cc2)c1Cl (stereo not drawn)	i	nt	nt	0.41	905	-10	832	2.5	1.1	7.6	-1	-0.29	-0.32	0.15	-7%	15	1	i	-3
c1cc(-c2cccs2)nc(-c2cccs2)c1	i	-0.8	576	0.07	1297	nt	nt	3.4	4.8	2.9	-0.24	0.047	-0.23	-0.3	-8%	51	16	i	9
O=C(O)CCn1cc(C(=O)O)c(-c2ccccc2)n1	i	-0.1	1281	1.2	1069	-1	716	nt	nt	nt	0.73	-0.25	0.36	-1	11%	nt	nt	nt	nt
CCOC(=O)c1c(C)[nH]c(C)c1C(=O)CSc1ncccn1	i	1.4	1133	-0.19	836	11	757	1.9	1.6	8.4	2.3	-0.2	2	-0.44	10%	1	-16	i	-4

Part of the list above, field by field.
> O=C(NC1CCN(Cc2ccccc2)CC1)c1cncc(Br)c1
  Yfh1-off respiration: i	bCat nuc transl: -0.2	bCat nuc transl cell count 5 µM: 1157	Insulin prom up: nt	Insulin prom up cell count: nt	Hep lipid drop: 14	Hep lipid drop cells 6.5 µM: 777	MT stabilizer: 1.9	MT stabilizer Hoechst-high %: 1.6	MT stabilizer cytotoxicity %: 1.8	Dynein transport: 1.5	Dynein transport cytoplasmic EGFP: -0.22	Dynein transport nuclear GR-EGFP: 0.73	Dynein transport cell count: -0.39	HEK293 NOD2/NF-kB: 1%	WT yeast gro inh: 10	WT yeast gro inh mutant strain: 11	Autophagy HCS: i	Autophagy HCS cell loss 18 h: -5

> COc1ccc(CC(=O)Nc2cccc(/C(C)=N/NC(=O)c3cccc([N+](=O)[O-])c3)c2)cc1
  Yfh1-off respiration: i	bCat nuc transl: 0.0	bCat nuc transl cell count 5 µM: 1389	Insulin prom up: 0.05	Insulin prom up cell count: 1632	Hep lipid drop: nt	Hep lipid drop cells 6.5 µM: nt	MT stabilizer: 3.0	MT stabilizer Hoechst-high %: 2.0	MT stabilizer cytotoxicity %: 7.5	Dynein transport: 0.21	Dynein transport cytoplasmic EGFP: -0.2	Dynein transport nuclear GR-EGFP: 0.63	Dynein transport cell count: -0.2	HEK293 NOD2/NF-kB: -4%	WT yeast gro inh: 14	WT yeast gro inh mutant strain: -1	Autophagy HCS: i	Autophagy HCS cell loss 18 h: -22

> CCOC(=O)C1=C(C)N(C)C(=O)NC1c1c(C)nn(-c2ccc(C)cc2)c1Cl (stereo not drawn)
  Yfh1-off respiration: i	bCat nuc transl: nt	bCat nuc transl cell count 5 µM: nt	Insulin prom up: 0.41	Insulin prom up cell count: 905	Hep lipid drop: -10	Hep lipid drop cells 6.5 µM: 832	MT stabilizer: 2.5	MT stabilizer Hoechst-high %: 1.1	MT stabilizer cytotoxicity %: 7.6	Dynein transport: -1	Dynein transport cytoplasmic EGFP: -0.29	Dynein transport nuclear GR-EGFP: -0.32	Dynein transport cell count: 0.15	HEK293 NOD2/NF-kB: -7%	WT yeast gro inh: 15	WT yeast gro inh mutant strain: 1	Autophagy HCS: i	Autophagy HCS cell loss 18 h: -3

Next part
SMILES	Yfh1-off respiration	bCat nuc transl	bCat nuc transl cell count 5 µM	Insulin prom up	Insulin prom up cell count	Hep lipid drop	Hep lipid drop cells 6.5 µM	MT stabilizer	MT stabilizer Hoechst-high %	MT stabilizer cytotoxicity %	Dynein transport	Dynein transport cytoplasmic EGFP	Dynein transport nuclear GR-EGFP	Dynein transport cell count	HEK293 NOD2/NF-kB	WT yeast gro inh	WT yeast gro inh mutant strain	Autophagy HCS	Autophagy HCS cell loss 18 h
O=C(NCCCn1ccnc1)C(=O)NCC1OCCCN1S(=O)(=O)c1ccc(Cl)cc1 (stereo not drawn)	i	0.9	912	0.19	1277	-30	628	2.2	2.5	2.7	-0.39	0.4	0.57	-0.17	-4%	-8	-8	i	2
O=C(NC(=S)NC1C2CC3CC(C2)CC1C3)C12CC3CC(CC(C3)C1)C2 (stereo not drawn)	i	-1.1	1123	-0.07	1511	-3	610	8.4	1.7	4.4	2.6	-0.11	2.4	-3.3	-2%	63*	36*	i	23
C[C@]12C=CC(=O)C=C1CC[C@H]1[C@@H]3C[C@@H](O)[C@](O)(C(=O)CO)[C@@]3(C)C[C@H](O)[C@@]12F	i	-8.9	488	nt	nt	2	754	1.6	1.9	10	-0.54	-0.14	-0.075	0.88	3%	-11	-9	i	17
Cc1cc(C)nc(/N=C(\N)Nc2ccc(C)c([N+](=O)[O-])c2)n1	i	2.8	1284	-1.8	745	nt	nt	1.6	1.3	7.4	-0.27	-0.17	0.39	-0.4	13%	0	9	i	-3
Cc1nn(CC(=O)Nc2c(C)n(C)n(-c3ccccc3)c2=O)c(C)c1[N+](=O)[O-]	i	-1.9	1106	0.22	1655	6	629	2.6	2.6	4.1	2.6	-0.15	1	-1.2	5%	-1	-13	i	5
O=C(Nc1ccc(-c2csc(Nc3ccc(Cl)cc3)n2)cc1)c1cccc(C(F)(F)F)c1	i	-1.9	1385	-1.7	798	72*	721*	nt	nt	nt	-0.77	-0.8	-0.31	0.67	-2%	nt	nt	nt	nt
CCCOC(=O)C1[C@H]2C(=O)N(CC3CCCO3)C[C@]23C=C[C@H]1O3 (stereo partly drawn)	i	-3.4	1109	nt	nt	nt	nt	3.1	1.0	8.0	0.1	-0.2	0.43	-0.081	6%	8	17	i	14
COc1ccc(NC(=O)C2CCCN2C(=O)Nc2cccc(F)c2)cc1 (stereo not drawn)	i	-1.8	1086	0.97	1424	0	750	5.2	2.3	9.5	-0.66	-0.4	-0.38	1	11%	-4	-11	i	-13
COc1ccc(CN(C(=O)c2oc3ccccc3c2C)C2CCS(=O)(=O)C2)cc1 (stereo not drawn)	i	nt	nt	-2.1	1327	1	704	2.2	1.9	11	-0.5	-0.27	0.008	0.76	12%	1	-47	i	3
CN(C)c1ccc(-c2nnc(-c3cccs3)o2)cc1	i	-0.6	1084	1.2	1150	25	758	5.4	1.7	4.2	0.2	-0.31	0.22	0.15	-138%	2	8	i	10
C=CCn1c(C2CC(=O)N(c3ccc(C)cc3)C2)nc2ccccc21 (stereo not drawn)	i	-4.2	979	-0.34	1000	nt	nt	4.4	2.6	4.3	-0.075	-0.18	0.22	-0.072	1%	12	15	i	-1
COc1ccc(Cl)cc1C(=O)NCc1ccco1	i	-0.3	1339	0.14	1122	-4	670	nt	nt	nt	0.37	0.39	0.73	0.3	3%	nt	nt	nt	nt

Complete entries, quoted from the list. Values in the order: Yfh1-off respiration, bCat nuc transl, bCat nuc transl cell count 5 µM, Insulin prom up, Insulin prom up cell count, Hep lipid drop, Hep lipid drop cells 6.5 µM, MT stabilizer, MT stabilizer Hoechst-high %, MT stabilizer cytotoxicity %, Dynein transport, Dynein transport cytoplasmic EGFP, Dynein transport nuclear GR-EGFP, Dynein transport cell count, HEK293 NOD2/NF-kB, WT yeast gro inh, WT yeast gro inh mutant strain, Autophagy HCS, Autophagy HCS cell loss 18 h
CCOC(=O)C1=C(C)N(C)C(=O)NC1c1c(C)nn(-c2ccc(C)cc2)c1Cl (stereo not drawn) is listed as i, nt, nt, 0.41, 905, -10, 832, 2.5, 1.1, 7.6, -1, -0.29, -0.32, 0.15, -7%, 15, 1, i, -3
O=C1C(Cc2ccc(O)cc2)NC(=S)N1C1CCCCC1 (stereo not drawn) is listed as i, -1.0, 1382, 0.28, 1187, 2, 757, nt, nt, nt, -0.54, -0.28, 0.14, -0.077, 0%, nt, nt, nt, nt

Bioassay records deposited in PubChem by several laboratories.

These rows are one share of the data, so the mix of outcomes need not match the whole.
